# SMN2 splice enh = enhancers of SMN2 splice variant expression; HEK293 SMN2-luciferase splicing reporter, luminescence, 30-36 h; Potency, µM (doses to about 46.1 µM), without a hit: at the highest dose activity change, positive = activation, hits mostly activators; hit rate 2.8% among 210,000; AID 1458; further: potency means the concentration at half of the fitted maximal effect; % of control where 0% means no effect; nearly all actives have a fitted effect of over 55% in size
#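 HEK293 cells carry an SMN2 minigene-luciferase reporter in which exon 7 inclusion puts luciferase in frame. Cells were seeded at 2000 cells/well, attached for 10-12 hours, then exposed to compounds for 30-36 hours at 37C before ONE-Glo luminescence.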
# HTT ATP protect = Huntington cell model cytoprotection by ATP luminescence. Potency, µM (highest dose often 56.4 µM), for inactives: cytoprotection (ATP increase), actives largely listed as activators. hit rate 0.14% among 230,000. PC12 HTT-Q103 induced, cytoprotection, ATP luminescence, 40 h;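 further: potency means the concentration at half of the fitted maximal effect; % of control where 0% means no effect; nearly all actives have a fitted effect of over 45% in size; toxic huntingtin expression switched on by the ecdysone agonist tebufenozide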
#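 Compounds added alongside 100 nM tebufenozide, which induces toxic Q103 huntingtin exon 1-GFP in stable PC12 cells; surviving cells quantified by luminescent ATP measurement. Medium: phenol red-free DMEM, 5% equine and 5% calf serum.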
# Lamin A splicing = LMNA splicing modulation. HeLa LMNA splicing GFP/RFP minigene ratio, 48 h. Potency, µM (top dose mostly 46.1 µM), for the others: at the highest dose ratio change, negative = inhibition, most hits filed as inhibitors. hit rate 0.01% among 200,000; active means well fitted inhibition curve with a large enough effect in the signal ratio, with a control signal flat, not every such curve was filed as active; inconclusive means small, poorly fitted or top-dose-only effect, or effect the other way, or a change in a side signal; the % refers to the signal ratio; further: potency means the concentration at half of the fitted maximal effect; on the % scale 0 is the no-effect control and ±100 the full control effect
#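 S3 HeLa cells stably expressing lamin A-EGFP splicing minigene plus DsRed2, 600 cells/well, 48 h compound exposure at 37C. Laser-scanning cytometry; analysed as GFP (500-530 nm)/RFP (575-640 nm) total intensity ratio; 0.5% DMSO vehicle.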
# CBFb-RUNX1 inh = inhibitors of human CBF-beta and RUNX1 interaction; Q01196+Q13951; AlphaScreen CBFb-His/RUNX1-biotin binding, biochemical; Potency, µM (doses to about 59.8 µM), without a hit: top-dose activity, negative = inhibition, hits mostly inhibitors; 230,000 tested, under 10 active; further: % of control where 0% means no effect
# Target sequence (Q01196 whole entry, looked up): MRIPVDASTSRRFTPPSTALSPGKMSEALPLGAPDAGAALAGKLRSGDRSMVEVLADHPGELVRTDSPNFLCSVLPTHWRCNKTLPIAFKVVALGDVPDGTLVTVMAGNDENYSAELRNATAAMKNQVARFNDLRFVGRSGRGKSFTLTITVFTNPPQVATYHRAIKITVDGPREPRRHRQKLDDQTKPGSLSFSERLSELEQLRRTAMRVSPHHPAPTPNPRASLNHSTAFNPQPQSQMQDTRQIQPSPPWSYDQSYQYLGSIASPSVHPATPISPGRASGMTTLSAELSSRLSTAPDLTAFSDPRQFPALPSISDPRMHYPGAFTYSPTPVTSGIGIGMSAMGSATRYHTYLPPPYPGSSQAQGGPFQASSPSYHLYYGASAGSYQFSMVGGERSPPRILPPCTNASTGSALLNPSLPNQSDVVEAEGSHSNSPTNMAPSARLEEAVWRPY
# Target sequence (Q13951 whole entry, looked up): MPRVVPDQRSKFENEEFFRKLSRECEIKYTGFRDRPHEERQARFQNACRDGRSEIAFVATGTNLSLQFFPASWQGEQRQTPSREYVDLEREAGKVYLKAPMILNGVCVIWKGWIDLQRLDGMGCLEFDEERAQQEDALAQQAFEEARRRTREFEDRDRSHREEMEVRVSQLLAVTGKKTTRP
#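 Compounds were screened at multiple concentrations against a preformed CBF-beta(His)/RUNX1(biotin) complex (30 nM of each) for 15 min at room temperature, followed by 90 min with nickel and streptavidin beads and AlphaScreen reading.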
# HTT aggregate = reduces HttQ103-GFP aggregates in PC12 cells | hit rate 1.1% among 220,000 | PC12 HttQ103-GFP aggregates, Acumen cytometry, 40 h | Potency, µM (series often up to 46.1 µM), for inactives: at the highest dose activity change, negative = inhibition, hits mostly inhibitors; further: potency means the concentration at half of the fitted maximal effect; on the % scale 0 is the no-effect control and ±100 the full control effect; nearly all actives have a fitted effect of over 60% in size
#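 PC12 cells stably carrying ecdysone-inducible HTT exon 1 Q103–GFP were induced with tebufenozide (100 nM final) and treated with library compounds in titration. GFP aggregates in lysates were counted by laser scanning cytometry.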
# IMPase Li cell = cell-permeable IMPase inhibitors with lithium potentiation; CHO-M1 cells, IP1 TR-FRET (IP-One), carbachol + lithium; Potency, µM (highest dose often 59.4 µM), inactives show at the highest dose activity, negative = IMPase inhibition, usual class: inhibitors; hit rate 0.35% among 210,000; AID 1457;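 further: IP1 builds up when IMPase is blocked and the TR-FRET signal falls; potency means the concentration at half of the fitted maximal effect; plate controls were basal vehicle for no effect and high inhibitor control for full effect; nearly all actives have a fitted effect of over 50% in size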
#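 Test compounds were applied to CHO-M1 cells previously cultured for 16–30 h at 2000 per well. A small lithium amount accompanied them; after 30 min at 37C, IP1 was quantified by TR-FRET.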
# Luc counter = Kinase-Glo luciferase inhibition (counter-screen) | Potency, µM (series often up to 38.3 µM), for inactives: at the highest dose activity change, negative = inhibition, hits mostly inhibitors | hit rate 0.28% among 200,000 | Q27757 | Kinase-Glo luciferase, ATP luminescence, 8 min; further: potency means the concentration at half of the fitted maximal effect; on the % scale 0 is the no-effect control and ±100 the full control effect; nearly all actives have a fitted effect of over 60% in size
#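 Substrate mix (final 50 mM imidazole pH 7.2, 50 mM KCl, 7 mM MgCl2, 10 uM ATP, 0.01% Tween 20, 0.05% BSA) plus pin-tool compound, then Kinase-Glo detection mix; 8 min ambient, luminescence read.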
# * marks the source's active call; other numbers are inactive results; ? = inconclusive; . = not tested or not shown; & = joins results of further samples; [ ] = remark or other dose. Unless noted, the call rests on the fitted dose curve; in most records, active means well fitted curve in the direction sought with a large enough effect; inconclusive means small, poorly fitted or top-dose-only effect, or another doubt; inactive means no such curve, though single readings can be large; an effect the other way counts as inactive or inconclusive. Not a hit list; any-hit rate near 4%.
Structure | SMN2 splice enh | HTT ATP protect | Lamin A splicing | CBFb-RUNX1 inh | HTT aggregate | IMPase Li cell | Luc counter
Cc1c(-c2nnnn2-c2ccc(F)cc2)cnc2cc3c(cc12)OCO3 | -15% | -7% | -2% | 1% | 1% | 1%[38.3 µM] | -3%
Nc1ncnc(NC2CCS(=O)(=O)C2)c1[N+](=O)[O-] (configuration not stated) | . | 7%[10 µM] | . | 8% | -19%[9.22 µM] | . | .
O=C(CSc1nnc(-c2ccncc2)n1-c1ccc(F)cc1)NC(=O)NCc1ccco1 | -5% | 17%[10 µM] | 2% | -26% | 3% | 17% | 1%
S=C(NCc1ccccn1)Nc1ccc(Br)cc1Cl | 11µM* | -19% | -15%[46 µM] | 4% | 4% | 1% | 3%
O=C(COC(=O)CCC(=O)c1ccc(Cl)cc1)NCC1CCCO1 (configuration not stated) | -8% | -5% | 8% | 4% | 4% | 0%[38.3 µM] | -2%
CC(=O)Nc1ccc(C(=O)CSc2nnc3scc(-c4ccccc4)n23)cc1 | -13% | -31% | 4% | 6% | 3% | -1%[38.3 µM] | 1%
CC1CCCCN1Cc1c(O)ccc2c(=O)c(-c3nc4ccccc4s3)c(N)oc12 (configuration not stated) | 14% | -6%[10 µM] | ? | 0% | ? | 10% | -7%
CCOc1ccc(OCC)c(NS(=O)(=O)c2ccc3c(c2)n(C)c(=O)c(=O)n3C)c1 | -10% | -8%[1.9 µM] | ? | 12% | -2% | 9%[38.3 µM] | -1%

# Entries of single compounds, looked up by structure. Order of screens: SMN2 splice enh | HTT ATP protect | Lamin A splicing | CBFb-RUNX1 inh | HTT aggregate | IMPase Li cell | Luc counter
# CC1CCCCN1Cc1c(O)ccc2c(=O)c(-c3nc4ccccc4s3)c(N)oc12 (configuration not stated) is entered as 14% | -6%[10 µM] | ? | 0% | ? | 10% | -7%
# O=C(COC(=O)CCC(=O)c1ccc(Cl)cc1)NCC1CCCO1 (configuration not stated) is entered as -8% | -5% | 8% | 4% | 4% | 0%[38.3 µM] | -2%

# Carrying on:
Structure | SMN2 splice enh | HTT ATP protect | Lamin A splicing | CBFb-RUNX1 inh | HTT aggregate | IMPase Li cell | Luc counter
Cc1nc2ccc(S(=O)(=O)NC(C(=O)Nc3nc4ccc(Cl)cc4s3)C(C)C)cc2s1 (configuration not stated) | 11% | -34% | 11% | -8% | ? | -7%[38.3 µM] | 1%
COc1ccccc1N1CCN(CCCCNC(=O)c2ccc(-c3ccc(C(C)=O)cc3)cc2)CC1 | -43%[inhibitor] | -3% | . | 4% | 28% | 3%&23% | -1%
CCCCCNC(=O)c1ccc2c(=O)n(CC3CCCO3)c(=O)[nH]c2c1 (configuration not stated) | -23% | 17% | 14% | 4% | 9% | 6%[38.3 µM] | -6%
CC(NC(=O)CSC(=S)N(C)C)C12CC3CC(CC(C3)C1)C2 (configuration not stated) | . | -2%[10 µM] | -13% | -2% | 2% | . | .
Cc1ccc2c(c1)C(=O)C1(O)CCN(c3ccccc3)C1=N2 (configuration not stated) | 3% | -99%&-164%[inhibitor] | . | -7%&7% | . | 2%&-4% | -1%[39.9 µM]
CCOc1ccccc1N(CC(=O)OC)S(C)(=O)=O | -19% | 7%[10 µM] | -1% | 18% | -1% | -3%[38.3 µM] | -1%
CCCCC(=O)Nc1ccc(NC(=S)NC(=O)c2cccs2)cc1OC | ? | 26%[10 µM] | -11% | -4% | 7% | 3% | -3%
C/C(Cn1nnc([N+](=O)[O-])n1)=N\NC(=O)c1ccc(O)cc1O | -16% | . | ? | 2% | ? | -5% | 2%
CNCCCC1Sc2ccccc2Oc2ccccc21 (configuration not stated) | -6% | -2%[1.9 µM] | -7% | 8% | -10% | 15% | 1%
CCOC(=O)N1CCN(c2ccc(C(F)(F)F)cn2)CC1 | -50%[inhibitor] | -34%[0.074 µM] | -5% | -25% | 9% | 2% | -2%
C=CCN(CC=C)S(=O)(=O)c1ccc2nc(NC(=O)C3CCCO3)sc2c1 (configuration not stated) | 12% | 12%[10 µM] | -15% | 11% | -12% | 2% | -1%
COc1ccc(C(C(C(=O)c2cccs2)N2CCOCC2)N2CCOCC2)cc1OC (configuration not stated) | ? | -10% | 15% | 5% | -14% | 24%[38.3 µM] | 1%
COCC1=C2c3ccccc3[C@H](C[N+](=O)[O-])C(C(=O)OC)(C(=O)OC)C[C@@H]2n2c(=O)n(-c3ccccc3)c(=O)n2C1 | 12%&-4%&-28% | 22%&3%&13% | . | -6%&-7%&-8% | . | 1%&9%&19% | 0%&0%&2%
O=C(NCc1cccnc1)c1nc(-c2ccc(C(F)(F)F)cc2)no1 | -30%[inhibitor] | . | . | 12% | -31% | 6% | 0%
CCCc1cc(-c2[nH]ncc2-c2ccc3c(c2)OCCCO3)c(O)cc1O | -43%[inhibitor] | -4%[0.074 µM] | ? | -21% | -31% | 14%[38.3 µM] | -5%
O=S(=O)(c1ccccc1)N1CCN(c2nnnn2-c2ccccc2)CC1 | -6% | 9% | 0% | 0% | 3%[9.22 µM] | -8%[38.3 µM] | 5%
Cc1cc(C)c(C#N)c(N2CCN(Cc3ccc4c(c3)OCO4)CC2)n1 | -2% | -2%[0.074 µM] | ? | 0% | -3% | 17%[38.3 µM] | -8%
CCOC(=O)c1c(C)oc(/N=C/c2ccccc2O)c1C#N | -3% | -7% | 12% | 0% | 6% | -3%[38.3 µM] | -1%
CC(=O)Nn1cc2c(=O)n(C)c(=O)n(C)c2c1 | -16% | 31% | -2% | 2% | -2% | -11%[38.3 µM] | -3%
CCCNC(=O)C(NS(=O)(=O)c1cccc2nsnc12)c1ccccc1 (configuration not stated) | 13% | -10% | 14% | 1% | -2% | 1%[38.3 µM] | 0%
CC(=O)OCC(OC(C)=O)C(OC(C)=O)C(OC(C)=O)C(=O)Nc1ccccc1C (configuration not stated) | -11% | 5% | 8% | 8% | 12% | 12%[38.3 µM] | -3%
Cc1ccc(C)c(NC(=O)C2CCCN2S(=O)(=O)c2ccc3c(c2)n(C)c(=O)c(=O)n3C)c1 (configuration not stated) | 6%&-1% | . | -6% | 4%[2.36 µM] | -13% | 0% | -2%
C/C(=N/NC(=O)c1cccc(C)c1)c1c(O)cc(C)oc1=O | ? | 2%[10 µM] | -9% | -2% | -2% | 11% | 3%
CN1CCC(=NNC(=O)c2cc(-c3ccc(Cl)cc3)n[nH]2)CC1 | . | -12%[10 µM] | . | 7% | -8%[9.22 µM] | . | .
C=CCn1c(NCc2ccccc2)nc2ccccc21 | 4% | -22% | 8% | -2% | -13% | -4%[38.3 µM] | -2%
COc1ccc(NC(=O)NC(C)(C(F)(F)F)C(F)(F)F)cc1 | 7% | 6% | -4% | 4% | 2% | -1%[38.3 µM] | -4%
COc1ccc(OC)c(/C=N/NC(=O)c2cc3c(OC)c(OC)ccc3[nH]2)c1 | 17% | 16%[0.074 µM] | -12% | -7% | 9% | 5% | -2%
COc1cc(NC(=O)c2cc(C(C)C)on2)c(OC)cc1Cl | 0% | -7% | -4% | 4% | -11% | 32%[activator][38.3 µM] | -2%
CC(=O)c1cccc(NC(=O)Cn2c(=O)oc3cc(S(=O)(=O)N4CCCC4)ccc32)c1 | -17% | 7%[10 µM] | . | 3% | -2%[9.22 µM] | . | .
Cc1nc2sc(C(c3ccc(F)cc3)N3CCN(C(=O)c4ccco4)CC3)c(O)n2n1 (configuration not stated) | 18% | -10%[10 µM] | -12% | -4% | 14% | -11% | 0%
COc1cccc(NC(=O)c2cc([N+](=O)[O-])ccc2NC(=O)CNCC2CCCO2)c1 (configuration not stated) | 4% | . | ? | -3% | -11% | -1% | -2%
COC(=O)C1=CN(c2ccc(OC)cc2)C=C(C(=O)OC)C1c1ccc(C)c([N+](=O)[O-])c1 | -12% | -5%[10 µM] | ? | -17% | -11% | 11% | 1%
Cc1ccccc1NC(=S)N(C)Cc1cn(C)c2ccccc12 | 0% | 2%[10 µM] | -9% | 7% | -6% | 1% | 2%
O=C(CSCc1cccs1)N1CCCC1 | 13µM* | 9% | -2% | 6% | -17% | 30%[activator][38.3 µM] | -2%
CCOC(=O)C1=C(C)NC2=C(C(=O)CCC2)C1c1coc2ccccc2c1=O (configuration not stated) | -15% | 0% | -10% | -10% | -10% | 51%[activator][38.3 µM] | -1%
CCOC(=O)CNC(=O)C(CC(C)C)NC(=O)C1CCCCC1 (configuration not stated) | -3% | -19% | -2% | 1% | 2% | 14%[38.3 µM] | -3%
CCCN(CCC)C(=O)CC(c1ccccc1)C1CCOC(C)(C)C1 (configuration not stated) | -2% | . | . | 12% | 15% | 7% | 1%
CCOC(=O)N1CCN(S(=O)(=O)c2cc(OCC(=O)NC3CCCCC3)c(C)cc2Cl)CC1 | -27% | -2% | -20% | -3% | 9%[9.22 µM] | -4%[38.3 µM] | 0%
N#Cc1cccc(NC(=O)c2ccccc2C(=O)O)c1 | 41% | -6% | 6% | 3% | ? | 11%[38.3 µM] | -2%
NC(=O)c1ccc(N2CCN(c3ccccc3F)CC2)c([N+](=O)[O-])c1 | . | -24% | . | -5% | -24% | 10% | .
Cc1cccc(NC(=S)N2CCn3cccc3C2c2cccnc2)c1 (configuration not stated) | 14% | -16%[10 µM] | -11% | ? | 8% | 10% | 0%
Cc1ccc(C(=O)Nc2cc(=O)n(C)c(=O)n2C)o1 | 6% | 9%[1.9 µM] | -7% | 6% | -3% | 6% | -1%
COC(=O)c1ccc(C2C(C(=O)OC(C)C)=C(C)N=C3SCCC(=O)N32)cc1 (configuration not stated) | 1% | 5% | 9% | -3% | 7% | 9%[38.3 µM] | -1%
CCn1c(SCCOc2ccc(OC)cc2)nnc1C(CO)NC(=O)c1ccc(OC)cc1 (configuration not stated) | -11% | -24% | -2% | 0% | 0% | 2%[38.3 µM] | 1%
Cc1cc([N+](=O)[O-])nn1CC(=O)Nc1ccccn1 | -27% | -38%[inhibitor] | . | 7% | -9% | -2% | 13%
O=Nc1onc(-c2ccc([N+](=O)[O-])cc2)c1NO | -19% | -4% | ? | -2% | 16% | 37%[activator] | -3%
COc1ccc2c(c1)C(C)=CC(C)(C)N2S(=O)(=O)c1ccc(Br)cc1 | . | -71%[inhibitor][10 µM] | -23%[46 µM] | 17% | -35%[9.22 µM] | 20% | -2%

# Screens deposited in PubChem BioAssay by National Center for Advancing Translational Sciences (NCATS).
